sPLA2-III inh: Blocks human group III sPLA2 activity; Q9NZ20; QFRET BODIPY PC-A2 liposome hydrolysis, fluorescence; inhibition, % at 12.2 µM; hit rate 0.56% among 370,000;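 active = inhibition above mean plus 3 SD of compounds lying within the high and low control bounds, cut at about 19% in these data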;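 note: 0% = median of test compound wells and 100% = no enzyme DMSO wells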
ARFGAP1 inh: rat ARFGAP1 inhibition. Q62848. hit rate 0.26% among 360,000. AID 651572. Arfgap1-stimulated ARF1 GTP hydrolysis, GDP FP detection. inhibition, % at 16.5 µM;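 active = inhibition above a per-plate limit, mean inhibition of low control wells plus 3 SD, cut at about 25% in these data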;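 note: 0% = DMSO wells with enzyme and 100% = wells lacking Arfgap1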
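Replicates: Single well per compound | Assay system: Truncated rat Arfgap1 GAP domain | Control set: No-Arfgap1 wells (100%) versus DMSO full-reaction wells (0%) | Times: Enzyme reaction 120 min at 25 °C after 20 min preincubation | Reagent: Human ARF1(Δ1-17)-GTP substrate | Measured by: Tracer-displacement fluorescence polarization with EDTA stop, 620/688 nm | Measure: Percent inhibition of Arfgap1-stimulated GTP hydrolysis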
rCAG RNA binder: binds r(CAG) RNA repeats; inhibition, % at 3 µM; hit rate 1.3% among 370,000; r(CAG) RNA repeat, TO-PRO-1 dye displacement fluorescence;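 active = inhibition above the plate cutoff, the mean of all test compounds on that plate plus 3 SD, cut at about 35% in these data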;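 note: 0% = DMSO alone and 100% = 100 µM mitoxantrone as full dye displacement; higher means more dye released from RNA so lower well fluorescence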
NPR1 activator: GC-A (human) enzyme activation. P16066. HEK293 GC-A cells, cGMP TR-FRET, EC30 ANP; 0% at EC30 ANP, 100% saturating ANP. activation, % at 10 µM. hit rate 0.14% among 370,000; in the data active = activation above about 40%
Target sequence (P16066 whole entry, looked up): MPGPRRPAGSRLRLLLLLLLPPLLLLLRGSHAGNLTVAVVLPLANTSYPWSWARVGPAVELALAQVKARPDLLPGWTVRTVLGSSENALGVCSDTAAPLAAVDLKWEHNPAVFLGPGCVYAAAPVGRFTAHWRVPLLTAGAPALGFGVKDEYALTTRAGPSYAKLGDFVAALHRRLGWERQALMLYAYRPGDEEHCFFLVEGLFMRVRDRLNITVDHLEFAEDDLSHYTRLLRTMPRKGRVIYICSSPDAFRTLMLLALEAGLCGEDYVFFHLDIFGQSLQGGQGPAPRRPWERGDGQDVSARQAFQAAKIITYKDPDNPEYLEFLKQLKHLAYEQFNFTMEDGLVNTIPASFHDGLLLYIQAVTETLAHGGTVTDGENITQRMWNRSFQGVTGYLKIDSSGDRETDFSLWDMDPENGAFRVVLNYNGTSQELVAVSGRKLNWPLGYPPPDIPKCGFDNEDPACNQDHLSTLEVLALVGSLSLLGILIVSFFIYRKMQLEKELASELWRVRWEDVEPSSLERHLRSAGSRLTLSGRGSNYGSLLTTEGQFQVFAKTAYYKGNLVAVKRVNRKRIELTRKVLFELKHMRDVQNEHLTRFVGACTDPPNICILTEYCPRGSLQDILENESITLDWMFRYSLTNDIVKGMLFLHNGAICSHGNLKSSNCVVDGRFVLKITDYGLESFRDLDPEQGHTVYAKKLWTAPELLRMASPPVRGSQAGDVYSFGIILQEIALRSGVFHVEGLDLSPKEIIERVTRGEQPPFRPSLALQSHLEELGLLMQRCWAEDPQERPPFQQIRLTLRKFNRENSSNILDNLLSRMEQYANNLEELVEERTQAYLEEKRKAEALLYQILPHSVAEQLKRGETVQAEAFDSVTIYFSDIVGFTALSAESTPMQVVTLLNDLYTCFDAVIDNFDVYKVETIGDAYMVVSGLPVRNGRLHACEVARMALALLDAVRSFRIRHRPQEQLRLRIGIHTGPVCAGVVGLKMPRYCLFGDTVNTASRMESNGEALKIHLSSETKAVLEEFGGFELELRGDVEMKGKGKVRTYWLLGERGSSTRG
KLK7 zymogen act: activators of human kallikrein-7 zymogen; purified proKLK7, EDANS-DABCYL substrate fluorescence; 100% is mature enzyme control, 0% vehicle; activation, % at 7 µM; hit rate 0.9% among 370,000; AID 652039;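 active = activation above the mean of all tested compounds plus 3 SD, computed per campaign excluding outliers beyond control limits, cut at about 13% in these data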
Tn6 DDE FP: inhibitors of Tn6 peptide binding to human fibrin DD(E); P02675; Fibrin DD(E) TRITC-Tn6 fluorescence polarization displacement; inhibition, % at 8.3 µM; hit rate 0.21% among 370,000; AID 720509;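 active = inhibition above a per-campaign cutoff: mean of compounds within control limits plus 3 SD, cut at about 15% in these data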;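 note: 0% = median of all compound wells on the plate and 100% = blocking peptide control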
ADAM10 inh: inhibits human ADAM10; O14672; recombinant ADAM10, EDANS/DABCYL FRET peptide cleavage, 3 h; inhibition, % at 7 µM; hit rate 0.62% among 370,000;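 active = inhibition above a per-campaign cutoff equal to the mean of compounds falling between control-based bounds plus 3 SD, cut at about 20% in these data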;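 note: 0% = DMSO wells while the 100% control is not disclosed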
FXN GAA850 act: increases GAA850 frataxin promoter reporter activity; HEK293 lucGAA850 FXN promoter luciferase reporter, 24 h; percent of 10 µM SAHA response; activation, % at 6 µM; hit rate 0.56% among 360,000; AID 540364;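 active = activation above the average of all compounds screened plus 3 SD, cutoff fixed separately per campaign, cut at about 7.5% in these data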;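 note: 0% = DMSO wells and 100% = 10 µM SAHA wells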
ASAP1 inh: ASAP1 ArfGAP inhibition; Q9ULH1; ASAP1-stimulated ARF1 GTP hydrolysis, GDP FP detection; inhibition, % at 16.5 µM; hit rate 0.19% among 360,000; AID 624377; in the data active = inhibition above about 25%;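 note: 0% = vehicle with enzyme and substrate and 100% = no enzyme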
NPR2 activator: GC-B (human) receptor activation; AID 1920062; activation, % at 10 µM; HEK293-GC-B cells, CNP EC30, cGMP TR-FRET; 0% at EC30 CNP, 100% saturating CNP; hit rate 0.11% among 370,000; P20594;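 active = activation at 10 µM reaching about 35% in either raw or pattern-adjusted values, limit read from the data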
* = called active by the depositor; / = not tested or not shown.

Letter code – A = sPLA2-III inh; B = ARFGAP1 inh; C = rCAG RNA binder; D = NPR1 activator; E = KLK7 zymogen act; F = Tn6 DDE FP; G = ADAM10 inh; H = FXN GAA850 act; I = ASAP1 inh; J = NPR2 activator
CCc1ccc(CCC(=O)Nc2ccc(C(=O)O)cc2)o1
  A = 2 | B = 0 | C = 5 | D = 2 | E = 0.1 | F = -2 | G = -2 | H = 1.1 | I = 1 | J = -3

O=C(O)CCCNC(=O)CCCn1nnc2ccccc2c1=O
  A = 5 | B = -5 | C = 3 | D = -2 | E = -0.3 | F = -2 | G = -4 | H = 0.7 | I = 1 | J = -3

COc1cccc(C(=O)Nc2nnc(S(=O)(=O)N3CCCC3)s2)c1
  A = -7 | B = 0 | C = 24 | D = -12 | E = -0.1 | F = 3 | G = -3 | H = -0.1 | I = -12 | J = -4

O=C(CCl)N1c2ccccc2CCc2ccccc21
  A = 3 | B = 11 | C = -2 | D = -19 | E = -0.3 | F = -5 | G = 9 | H = -9.3 | I = 1 | J = -5

O=C(CNC(=O)c1ccccc1F)N/N=C/c1cccs1
  A = 0 | B = 3 | C = -1 | D = -2 | E = 0.8 | F = 9 | G = -6 | H = 3.2 | I = 4 | J = 0

CCN(CC)CC(O)c1ccc2ccc3ccc(O)cc3c2c1 (stereo not drawn)
  A = -32 | B = 17 | C = 12 | D = 1 | E = -24 | F = -7 | G = -141 | H = 1.4 | I = -1 | J = -9

COc1cccc(-c2sc3ccc(OC)cc3c2-c2ccc(OC)cc2F)c1
  A = -2 | B = 3 | C = 7 | D = -3 | E = -2.7 | F = 3 | G = -6 | H = 1.7 | I = 8 | J = 0

CCN(Cc1ccc2c(c1)OCO2)C(=O)/C=C/c1cccc(Br)c1
  A = -5 | B = 6 | C = -8 | D = -3 | E = -0.2 | F = -6 | G = 7 | H = 1.9 | I = -5 | J = -1

CCCCCOc1ccc(CN2CCOCC2)cc1Cl
  A = -6 | B = -13 | C = -10 | D = 4 | E = -0.2 | F = -1 | G = -2 | H = 3.2 | I = -17 | J = -3

COC(=O)[C@H](Cc1ccccc1)NC(=O)C1(OC(C)=O)CC(OC(C)=O)C(OC(C)=O)C(OC(C)=O)C1 (stereo partly drawn)
  A = 3 | B = 3 | C = -5 | D = -1 | E = -0.2 | F = -1 | G = -2 | H = 2.0 | I = 0 | J = 3

Reprinted from above (nine entries):
Letter code – A = sPLA2-III inh; B = ARFGAP1 inh; C = rCAG RNA binder; D = NPR1 activator; E = KLK7 zymogen act; F = Tn6 DDE FP; G = ADAM10 inh; H = FXN GAA850 act; I = ASAP1 inh; J = NPR2 activator
CCc1ccc(CCC(=O)Nc2ccc(C(=O)O)cc2)o1
  A = 2 | B = 0 | C = 5 | D = 2 | E = 0.1 | F = -2 | G = -2 | H = 1.1 | I = 1 | J = -3

O=C(O)CCCNC(=O)CCCn1nnc2ccccc2c1=O
  A = 5 | B = -5 | C = 3 | D = -2 | E = -0.3 | F = -2 | G = -4 | H = 0.7 | I = 1 | J = -3

COc1cccc(C(=O)Nc2nnc(S(=O)(=O)N3CCCC3)s2)c1
  A = -7 | B = 0 | C = 24 | D = -12 | E = -0.1 | F = 3 | G = -3 | H = -0.1 | I = -12 | J = -4

O=C(CCl)N1c2ccccc2CCc2ccccc21
  A = 3 | B = 11 | C = -2 | D = -19 | E = -0.3 | F = -5 | G = 9 | H = -9.3 | I = 1 | J = -5

O=C(CNC(=O)c1ccccc1F)N/N=C/c1cccs1
  A = 0 | B = 3 | C = -1 | D = -2 | E = 0.8 | F = 9 | G = -6 | H = 3.2 | I = 4 | J = 0

CCN(CC)CC(O)c1ccc2ccc3ccc(O)cc3c2c1 (stereo not drawn)
  A = -32 | B = 17 | C = 12 | D = 1 | E = -24 | F = -7 | G = -141 | H = 1.4 | I = -1 | J = -9

COc1cccc(-c2sc3ccc(OC)cc3c2-c2ccc(OC)cc2F)c1
  A = -2 | B = 3 | C = 7 | D = -3 | E = -2.7 | F = 3 | G = -6 | H = 1.7 | I = 8 | J = 0

CCN(Cc1ccc2c(c1)OCO2)C(=O)/C=C/c1cccc(Br)c1
  A = -5 | B = 6 | C = -8 | D = -3 | E = -0.2 | F = -6 | G = 7 | H = 1.9 | I = -5 | J = -1

CCCCCOc1ccc(CN2CCOCC2)cc1Cl
  A = -6 | B = -13 | C = -10 | D = 4 | E = -0.2 | F = -1 | G = -2 | H = 3.2 | I = -17 | J = -3

(listing goes on)
Letter code – A = sPLA2-III inh; B = ARFGAP1 inh; C = rCAG RNA binder; D = NPR1 activator; E = KLK7 zymogen act; F = Tn6 DDE FP; G = ADAM10 inh; H = FXN GAA850 act; I = ASAP1 inh; J = NPR2 activator
O=C(Nc1ccccc1)c1ccc(F)c(S(=O)(=O)N2CCOCC2)c1
  A = 4 | B = 3 | C = -1 | D = 0 | E = 0.5 | F = -5 | G = -2 | H = -0.7 | I = 2 | J = 6

O=Cc1ccccc1Cl
  A = -3 | B = 10 | C = 2 | D = 3 | E = -0.1 | F = 2 | G = 3 | H = / | I = 0 | J = -2

COc1ccc(/C=C2\SC(=S)N(CC(=O)NC3C=CS(=O)(=O)C3)C2=O)cc1 (stereo not drawn)
  A = -1 | B = 19 | C = 7 | D = 5 | E = -0.4 | F = -2 | G = -9 | H = 2.1 | I = 6 | J = 1

CC(C)c1nn2c(=O)cc(O)nc2s1
  A = 4 | B = 9 | C = 2 | D = 1 | E = -1.2 | F = 6 | G = -23 | H = 0.5 | I = 7 | J = -4

COc1ccc(Br)cc1/C=N/NC(=O)Cn1nnnc1N
  A = 1 | B = -10 | C = 2 | D = -1 | E = 0.5 | F = -4 | G = -5 | H = 0.4 | I = -1 | J = -1

CC(C)C(=O)N1CCN(CCN2C(=O)c3cccc4cccc(c34)C2=O)CC1
  A = 5 | B = 5 | C = -5 | D = 2 | E = 0.1 | F = -5 | G = -27 | H = 1.6 | I = -4 | J = 1

COC(=O)C1=C(C)N(Cc2ccc(Cl)cc2)C(=S)NC1c1ccccc1 (stereo not drawn)
  A = 7 | B = 1 | C = 3 | D = 4 | E = 0.2 | F = -6 | G = 10 | H = / | I = 9 | J = -17

CC(=O)c1ccc(S(=O)(=O)NCCC(=O)NCCc2c[nH]c3ccccc23)cc1
  A = -47 | B = 5 | C = 12 | D = -3 | E = -0.1 | F = -5 | G = -8 | H = -0.8 | I = 11 | J = 3

CCOC(=O)C(=O)N1CCC(C(=O)NC2CCCc3ccccc32)CC1 (stereo not drawn)
  A = 10 | B = / | C = -1 | D = 4 | E = 0.5 | F = 2 | G = -1 | H = / | I = / | J = 3

COc1ccc(C(=O)N(C)CCCC2CCCC2)cc1OC1CCN(C(C)=O)CC1
  A = -3 | B = -4 | C = -11 | D = -2 | E = -0.4 | F = -6 | G = 2 | H = 1.8 | I = 9 | J = -1

CCCCC(=O)Nc1c2c(nn1-c1ccc(C)cc1)CS(=O)(=O)C2
  A = 0 | B = -4 | C = -1 | D = -2 | E = 0.3 | F = -5 | G = 0 | H = 1.3 | I = 7 | J = -2

Cc1ccc2c(c1)C1CN(C)CCC1N2C(=O)c1cccc(S(=O)(=O)N2CC(C)CC(C)C2)c1 (stereo not drawn)
  A = -12 | B = 0 | C = -8 | D = 1 | E = 0.4 | F = -7 | G = -2 | H = 1.7 | I = -10 | J = -3

CC(C)C[C@@H]1NC(=O)[C@H]2C[C@@]3(C)c4ccccc4N[C@H]3N2C1=O
  A = 6 | B = / | C = 4 | D = 2 | E = 0.0 | F = -3 | G = -11 | H = / | I = / | J = 6

Assay outcomes deposited in PubChem by several laboratories.
